OX1R antag-1 = antagonists of human orexin 1 receptor (OX1R); O43613; OX1R-expressing cells, FRET antagonist read-out; inhibition, % at 6.6 µM; 330,000 compounds, 1.8% hits; AID 485270; in the data active means inhibition mostly above about 38%, no sharp cut-off; inactive means mostly below about 40%;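 further: 0% = agonist challenge alone and 100% = reference antagonist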
Target sequence (O43613 whole entry, looked up): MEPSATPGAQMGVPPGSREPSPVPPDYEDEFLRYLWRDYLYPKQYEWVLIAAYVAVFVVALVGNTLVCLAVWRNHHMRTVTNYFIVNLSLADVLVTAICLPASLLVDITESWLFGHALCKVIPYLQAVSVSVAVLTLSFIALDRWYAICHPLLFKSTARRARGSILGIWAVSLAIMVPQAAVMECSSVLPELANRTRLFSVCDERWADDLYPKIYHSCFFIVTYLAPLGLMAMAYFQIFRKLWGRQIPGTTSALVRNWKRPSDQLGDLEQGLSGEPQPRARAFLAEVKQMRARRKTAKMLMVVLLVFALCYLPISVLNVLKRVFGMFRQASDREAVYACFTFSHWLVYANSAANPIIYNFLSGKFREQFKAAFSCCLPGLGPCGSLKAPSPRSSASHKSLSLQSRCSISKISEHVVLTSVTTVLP
OX1R antag-2 = blocks the human orexin 1 receptor; O43613; CHO/OX1R cells, Fluo-8 calcium fluorescence, orexin A; 330,000 compounds, 0.43% hits; AID 434989; inhibition, % at 5 µM;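 active means inhibition above its plate's threshold, mean inhibition of all tested compounds on the plate plus 3 SD, cut at about 37% in these data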;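 further: 0% = orexin A challenge wells and 100% = SB-334867-A antagonist wells; not every result past the cut was called active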
Numbers without * were called inactive.

SMILES	OX1R antag-1	OX1R antag-2
O=C(N/N=C\c1cn(-c2ccccc2)nc1-c1ccccc1)c1ccc(Br)o1	59	2
Cc1ccc2c(c1)c1c(n2CC(O)CN2C(=O)CNC2=O)C(=O)CCC1 (configuration not stated)	12	-10
O=C(OCc1ccccc1)c1cccnc1Cl	11	0
Cc1ccc2nc(NC(=S)NC(=O)c3ccc(OC(C)C)cc3)sc2c1	6	-14
O=S(=O)(Nc1cccc(S(=O)(=O)N2CCCC2)c1)c1ccc(Cl)s1	14	-8
CC(=O)Nc1ccc(NC(=O)Nc2ccc(C)cc2C)cc1	12	2
Fc1ccc(N=C2NN=C(c3cc(F)ccc3F)CS2)cc1	10	-2
O=c1c2ccccc2nc2n1C1(CCCCC1)Cc1ccccc1-2	5	-38
Cc1ccc(C(=O)N2CCCC(Nc3ccc(F)c(F)c3)C2)cn1 (configuration not stated)	6	-16
CCC(Sc1nc2ncccc2[nH]1)C(=O)NCCc1ccccc1 (configuration not stated)	13	-16
Nc1ccnn1Cc1ccc(Br)s1	11	-3
Cc1c(NCc2cccnc2)cccc1C(=O)O	-12	-7
CCn1c(O)c(/C=N/N=C2CCCC2)c2ccc(C3=NNC(=O)CC3)cc21	9	-7
O=C(NCc1ccc(F)cc1)c1cc(C(=O)C2CC2)c[nH]1	20	-17
CCCCn1c(=O)[nH]c(=O)c2c1nc(CN1C(=O)c3ccccc3S1(=O)=O)n2CCC	42	-35
Cc1ccc(C)n1C1CCS(=O)(=O)C1 (configuration not stated)	5	-2
C=CCn1c(SCC2=C(C(=O)OCC)C(C)NC(=O)N2)nnc1C1CCCCC1 (configuration not stated)	7	-30
COc1ccccc1-n1cnc2cc(NCc3ccccn3)ccc21	14	-29
COc1ccc2c(c1)c(C(=O)N/N=C/c1ccc(Br)cc1)c(C)n2C	7	-34
CCc1ccccc1NNC(=O)c1cc(C)on1	3	-16
O=C(CSc1ccc2ccccc2c1)Nn1cnnc1	18	-6
NNC(=O)c1cc2sccc2s1	87*	91*
COc1ccccc1CNCCS(=O)(=O)NN1CCOCC1	4	8
COCc1cc(=O)n2[nH]c(SCc3ccccc3)nc2n1	16	3
COc1cccc(OCC(=O)O)c1	13	-1
CCCC(C)C(=O)Nc1ccc(S(=O)(=O)Nc2nccc(C)n2)cc1 (configuration not stated)	28	-23
CC(=O)N1CCOc2ccc(S(=O)(=O)NCC3CCC(C(=O)Nc4ncccc4C)CC3)cc21 (configuration not stated)	-2	-18
COc1ccc(N2C(=O)N(Cc3ccc(C)cc3)c3ccccc3S2(=O)=O)cc1	6	-13
O=S(=O)(Nc1ccc(C(F)(F)F)cc1)c1cccs1	7	2
COCCn1c(=O)[nH]c(=O)c2c(C(F)(F)F)cc(-c3cccs3)nc21	1	1
CC(C)[C@H](NC(=O)OCc1ccccc1)C(=O)OCC(=O)Nc1c(F)cccc1F	9	-28
CC(=O)c1sc(N/N=C\c2cccc(Br)c2)nc1C	21	-28
OCC[C@@H]1C[C@@H](O)[C@H](O)[C@@]2(CCc3ccccc3CO2)O1	28	-6
Cc1nc2sc(C(=O)Nc3ccccc3Cc3ccccc3)c(C)c2c(=O)[nH]1	8	-9
COc1cc(NC(=O)Cn2cnc3c(OCc4ccccc4)ncnc32)cc(OC)c1OC	9	-37
O=C(CCCOc1ccccc1)NN1C(=O)NC2(CCCCC2)C1=O	11	-3
CC(C)N(C(=O)[C@H]1C[C@H](CC(=O)NCc2cccc(C(F)(F)F)c2)C(=O)N2CCc3c([nH]c4cc(-c5ccco5)ccc34)[C@]12C)C(C)C	7	-28
COc1cc(OC)cc(-c2nnc(NC(=O)c3ccc4c(c3)OCCO4)o2)c1	5	-3
CCCOc1ccc(-c2nc(SCc3ccccc3)[nH]c(=O)c2C#N)cc1OC	-3	-4
Cc1cc(C(=O)O/N=C(\N)c2ccc(C(C)(C)C)cc2)no1	-1	-4
O=c1[nH]n(-c2ccc([N+](=O)[O-])cc2)c(=O)c2ccccc12	35	-11
O=c1ccc2cc(S(=O)(=O)NCc3ccccc3)ccc2[nH]1	-1	-5
O=C(NNc1cccc(Cl)n1)Nc1cccc(Cl)c1	12	-13
CCOC(=O)/C(C#N)=C1/C=CNC(=O)N1	1	-3
CC(C)(C)C(=O)Nc1c(Cl)cccc1OC(F)(F)F	3	-18
O=C(CNC(=O)c1cccc(Br)c1)N/N=C/c1cccnc1	11	-3
O=C(NNC(=O)C1CCCC1)c1cc([N+](=O)[O-])cc([N+](=O)[O-])c1	38*	-3
COc1ccccc1CC(=O)Nc1cccc(C(=O)NN2C(=O)c3ccccc3C2=O)c1	22	-36
O=C(NCc1ccco1)C(c1cccnc1)N(C(=O)Cn1nnc2ccccc21)c1ccccc1 (configuration not stated)	8	-39
Cc1cccc(C(=O)Nc2oc(-c3ccccc3)cc2C#N)c1	45	-7
Cc1cc(C)c(S(=O)(=O)N2CCCCC2CCNC(=O)C(=O)NCc2ccco2)c(C)c1 (configuration not stated)	24	-33
CN(C)C(=O)c1cccc(-c2csc(N3CCC(C(N)=O)CC3)n2)c1	15	2
CN1C(=O)c2ccccc2C(C(=O)NCc2ccco2)C1c1c[nH]c2ccccc12 (configuration not stated)	14	-22
Cc1[nH]c2ccccc2c1Cc1nnc(SCc2ccccc2)o1	27	-1
Cn1c2c(c(=O)n(C)c1=O)C1c3cc(Cl)ccc3OCC1CO2 (configuration not stated)	4	-7
O=C(CSc1nnc(-c2ccc(C(F)(F)F)cn2)o1)Nc1cccc(Cl)c1	1	1
CC(=O)c1cccc(NC(=O)N2CCC(NC(=O)C3CCCCC3)CC2)c1	14	-14
COc1cccc(C2CC(=O)Nc3cc4c(cc32)CCC4)c1 (configuration not stated)	26	-2
COC(=O)c1cc2ccccc2n1Cc1ccc(Cl)nc1	-2	-21
Cc1ccccc1NC(=O)c1ccc(NC(=O)c2ccco2)cc1	5	-18

Remaining list, next part.
SMILES	OX1R antag-1	OX1R antag-2
CC(C)CNC(=O)CC(=O)N/N=C/c1ccc(F)cc1	9	0
CSc1nc(N)nc2c1ncn2CC(=O)NCC1CCCO1 (configuration not stated)	1	-5
COC(=O)c1cc(S(=O)(=O)NCC2CCN(Cc3ccc(C)cc3)CC2)c[nH]1	6	-6
Cc1cc(N)n(Cc2cccs2)n1	22	1
Cc1cnccc1CNC(=O)CC1C(=O)NCCN1CC(C)(C)C (configuration not stated)	17	-14
Cc1cc(C)n(-c2ccc(Cl)c(C(=O)O)c2)n1	17	-17
COc1ccc(C(=O)OCC(=O)NC(C)CCc2ccccc2)cc1 (configuration not stated)	3	-23
CCOC(=O)c1sc(-c2cccs2)nc1C	21	-14
COc1ccc(NC(=O)CN(C)C(=O)c2ccc(COc3ccccc3)o2)cc1	13	-26
CC(CC(=O)N1CCN(c2ccccc2F)CC1)c1ccccc1 (configuration not stated)	11	0
CCn1c(SCC(=O)NCc2ccco2)nc2c1c(=O)n(C)c(=O)n2C	8	-7
Cc1ccccc1-c1nnc(CN2CCC(C)CC2)o1	-12	-4
CC(C)(C)c1ccc(C(=O)NN2CCOCC2)cc1	4	-2
Cc1ccc(N2C(=O)c3ccccc3C2Nc2ccccc2F)nc1 (configuration not stated)	10	-45
CN(C)c1ccc(/C=C2\Oc3ccc(C#Cc4cccc(N)c4)cc3C2=O)cc1	8	45
COc1ccc(C(=O)N2N=C(c3cccc(NS(C)(=O)=O)c3)CC2c2cccs2)cc1 (configuration not stated)	9	-19
O=C(/C=C/c1ccco1)Nc1nc(-c2ccc(F)c(F)c2)cs1	38	-9
N#CC(=C1SC=CS1)c1nc(-c2ccccc2)cs1	105*	89*
CC(C)(C)OC(=O)C[C@@H]1C/C=C\C[C@H](CC(=O)N(CCO)Cc2ccccc2)C(=O)NC[C@@H](c2ccccc2)OC1=O	54*	18
COc1cc(CNC(=O)C2CC2)ccc1OCc1ccccc1	12	-22
C=C1CCN([C@H](C(=O)OCc2ccc(C)cc2)C(C)C)S(=O)(=O)c2ccccc21	23	-46
CCn1c(SCC(=O)c2c[nH]c3ccccc23)nnc1-c1cccs1	39	12
CC(C)(C)C(=O)/C=c1\s/c(=C\c2ccc(-c3ccc([N+](=O)[O-])cc3)o2)c(=O)n1CC(=O)NC(N)=O	9	71*
COc1ccccc1C(=O)Nc1cc(Cl)ccc1O	36	-7

Another view of part of the listing above:
mol | OX1R antag-1 | OX1R antag-2
Cc1cc(C)n(-c2ccc(Cl)c(C(=O)O)c2)n1 | 17 | -17
COc1ccc(C(=O)OCC(=O)NC(C)CCc2ccccc2)cc1 (configuration not stated) | 3 | -23
CCOC(=O)c1sc(-c2cccs2)nc1C | 21 | -14
COc1ccc(NC(=O)CN(C)C(=O)c2ccc(COc3ccccc3)o2)cc1 | 13 | -26
CC(CC(=O)N1CCN(c2ccccc2F)CC1)c1ccccc1 (configuration not stated) | 11 | 0
CCn1c(SCC(=O)NCc2ccco2)nc2c1c(=O)n(C)c(=O)n2C | 8 | -7
Cc1ccccc1-c1nnc(CN2CCC(C)CC2)o1 | -12 | -4
CC(C)(C)c1ccc(C(=O)NN2CCOCC2)cc1 | 4 | -2
Cc1ccc(N2C(=O)c3ccccc3C2Nc2ccccc2F)nc1 (configuration not stated) | 10 | -45
CN(C)c1ccc(/C=C2\Oc3ccc(C#Cc4cccc(N)c4)cc3C2=O)cc1 | 8 | 45
COc1ccc(C(=O)N2N=C(c3cccc(NS(C)(=O)=O)c3)CC2c2cccs2)cc1 (configuration not stated) | 9 | -19
O=C(/C=C/c1ccco1)Nc1nc(-c2ccc(F)c(F)c2)cs1 | 38 | -9
N#CC(=C1SC=CS1)c1nc(-c2ccccc2)cs1 | 105* | 89*
CC(C)(C)OC(=O)C[C@@H]1C/C=C\C[C@H](CC(=O)N(CCO)Cc2ccccc2)C(=O)NC[C@@H](c2ccccc2)OC1=O | 54* | 18
COc1cc(CNC(=O)C2CC2)ccc1OCc1ccccc1 | 12 | -22
C=C1CCN([C@H](C(=O)OCc2ccc(C)cc2)C(C)C)S(=O)(=O)c2ccccc21 | 23 | -46
CCn1c(SCC(=O)c2c[nH]c3ccccc23)nnc1-c1cccs1 | 39 | 12
CC(C)(C)C(=O)/C=c1\s/c(=C\c2ccc(-c3ccc([N+](=O)[O-])cc3)o2)c(=O)n1CC(=O)NC(N)=O | 9 | 71*
COc1ccccc1C(=O)Nc1cc(Cl)ccc1O | 36 | -7

Later entries:
SMILES	OX1R antag-1	OX1R antag-2
Cc1ccc(C(=O)N/C(=C/c2ccco2)C(=O)NCCc2c[nH]c3ccccc23)cc1	23	-14
Cc1ccc2c(c1)C1CN(C)CCC1N2C(=O)c1ccc(Cl)c(S(=O)(=O)N2CCOCC2)c1 (configuration not stated)	9	-17
CC(=O)c1c(C(C)=O)c(C)n(NC(=O)c2ccc(Cl)cc2)c1C	-2	-5
CCSc1ncc(C#N)c(=O)[nH]1	20	-8
Cc1cccn2c(=O)c3cc(C(=O)NCC4CCCO4)c(=N)n(CCN4CCOCC4)c3nc12 (configuration not stated)	162*	-5
Cc1ccc(CC(=O)Nc2nc3ccccc3s2)cc1	21	-15
CN(C)S(=O)(=O)N1CCC(Oc2cccc(C(=O)N3CCCCCC3)c2)CC1	13	-22
CCCCC(=O)Nc1nnc(SCC(=O)NC2CCCC2)s1	-3	-5
CCc1noc(C)c1C(=O)OCC(=O)c1ccccc1OC	5	-30
CCOC(=O)CSC1=C(C#N)C(c2ccc(Cl)cc2)CC(=O)N1 (configuration not stated)	4	-18
CCN(CC(=O)NCc1cccs1)C(=O)c1ccc(S(=O)(=O)Nc2ccccc2C)cc1	5	-20
COCCCNc1nc2c(c(=O)n(Cc3ccc(Cl)cc3)c(=O)n2C)n1C	2	-36
CCCn1c(SCC(=O)NCc2ccccc2Cl)n[nH]c1=O	9	-4
O=C(COc1ccccc1F)NC1CC1	1	-1
CCS(=O)(=O)N1CCC(C(=O)Oc2ccccc2Br)CC1	6	-12
COc1cccc(-c2nc(CS(=O)CC(=O)O)c(C)o2)c1 (configuration not stated)	20	2
O=C(Nc1ccccc1Sc1ccccc1)C1CCCO1 (configuration not stated)	0	-11
COc1ccccc1C1CC(=O)Oc2ccc(C(C)(C)C)cc21 (configuration not stated)	13	12
O=C(NC1CCCCC1)C1CCN(c2nnnn2-c2ccccc2)CC1	14	-10
COc1ccc(CCNC(=O)[C@@H]2C[C@H]2c2ccccc2)cc1OC	16	-4
CCc1nn2c(=O)cc(CSCC(=O)Nc3ccccc3F)nc2s1	10	-5
CC1CCC2(CC1)NC(=O)N(CC(=O)Nc1ccc(F)cc1)C2=O (configuration not stated)	12	-14
O=C(NCCc1ccc(F)cc1)C(=O)NCC1CCCN1S(=O)(=O)c1ccccc1 (configuration not stated)	58*	4
NS(=O)(=O)c1cccc(NC(=O)Cn2nc(C(=O)O)c3ccccc3c2=O)c1	14	-7
CCCCOc1ccccc1N	1	-7
O/N=C1\CCCCc2ccccc21	-2	-21
COc1ccc(S(=O)(=O)Cc2ccc(C(=O)NCc3ccccc3OC)o2)cc1	9	-24
Cc1nc(C)c(C(=O)N2CCCC(C(=O)c3cc(F)ccc3F)C2)s1 (configuration not stated)	8	-21
CC1(C)Cc2c(c(-c3ccccc3)nc3[nH][nH]c(=O)c23)CO1	39	-22
O=C(Cc1ccc(-n2c(=O)[nH]c3ccsc3c2=O)cc1)N1CCN(c2ccc(Cl)cc2)CC1	8	-16
Cc1cccc2cc(C(c3nnnn3C(C)(C)C)N3CCN(C(=O)c4ccco4)CC3)c(=O)[nH]c12 (configuration not stated)	-1	-23
Cc1cc2ncn(S(=O)(=O)c3ccc(S(=O)(=O)N4CCOCC4)cc3)c2cc1C	4	-20
CCOC(=O)c1c(S(=O)(=O)Nc2ccc(F)cc2Cl)c(C)n(C)c1C	9	-2

Compound activity (PubChem BioAssay)
